Source: PubChem BioAssay
D2 antag: antagonists of human D2 dopamine receptor. P14416. HEK293 TREx D2 cells, calcium flux, dopamine EC80. inhibition, % at 10 µM. actives 2% (n = 340,000). AID 485344; in the data active = inhibition above about 30%; note: 0% is about no effect
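Read-out: kinetic calcium fluorescence (1 cycle/s) in inducible HEK293 T-REx D2 cells after an EC80 dopamine addition that followed 180 s compound preincubation. Loss of the dopamine response indicates antagonism.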
USP1-UAF1 inh: blocks the human USP1/UAF1 deubiquitinase complex | O94782 | recombinant USP1/UAF1, Ub-Rhodamine cleavage fluorescence | Potency, µM (doses to about 57.1 µM), for inactives: top-dose activity change, negative = inhibition, actives largely listed as inhibitors | actives 0.23% (n = 390,000) | AID 743255; note: potency is the fitted concentration of half-maximal effect; % is set by controls: 0 for no effect and ±100 for the full control effect; nearly all actives have a fitted effect of over 60% in size; inactives centre near -12
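Step one: compound is pinned into 1nM USP1/UAF1 in HEPES pH 7.8 buffer with TCEP. Step two: 15 min room-temperature incubation. Step three: Ub-Rho (150nM final) starts cleavage, tracked by fluorescence over six one-minute reads.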
TrxR1 inh: blocks rat thioredoxin reductase 1 | O89049 | AID 588453 | recombinant rTrxR1, NADPH fluorescence consumption, selenite substrate | Potency, µM (series often up to 114 µM), inactives show top-dose activity change, negative = inhibition, hits mostly inhibitors | actives 1% (n = 390,000); note: potency is the fitted concentration of half-maximal effect; % is set by controls: 0 for no effect and ±100 for the full control effect; nearly all actives have a fitted effect of over 65% in size
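Rat TrxR1 (90 nM in the dispensed reagent) was pre-reduced with 400 uM NADPH for 5 min at room temperature, then incubated with compound for 15 min. After 400 uM selenite was added, NADPH fluorescence (Ex 340/Em 450 nm) was followed for 8 min.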
TrxR1 substrate: rat thioredoxin reductase 1 substrate activity; AID 588456; O89049; actives 0.01% (n = 390,000); Potency, µM (doses to about 114 µM), for inactives: at the top dose activity change, negative = substrate turnover; purified TrxR1 substrate turnover, NADPH consumption readout; note: potency is the fitted concentration of half-maximal effect; % is set by controls: 0 for no effect and ±100 for the full control effect; nearly all actives have a fitted effect of over 50% in size
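Rat TrxR1, dispensed at 90 nM, was prereduced with 400 uM NADPH (final) for 5 min at ~22 deg C, then incubated with compound 15 min before 400 uM selenite. A first-read NADPH fluorescence drop versus no-compound background flagged substrates.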
TRHR enhancer: allosteric enhancers of human TRH receptor; enhancement, % at 2 µM; TRHR cells, fluo-8 calcium fluorescence, EC20 TRH enhancement; actives 0.66% (n = 360,000); P34981; in the data active = enhancement above about 30%; note: 0% is about no effect
Target sequence (P34981 whole entry, looked up): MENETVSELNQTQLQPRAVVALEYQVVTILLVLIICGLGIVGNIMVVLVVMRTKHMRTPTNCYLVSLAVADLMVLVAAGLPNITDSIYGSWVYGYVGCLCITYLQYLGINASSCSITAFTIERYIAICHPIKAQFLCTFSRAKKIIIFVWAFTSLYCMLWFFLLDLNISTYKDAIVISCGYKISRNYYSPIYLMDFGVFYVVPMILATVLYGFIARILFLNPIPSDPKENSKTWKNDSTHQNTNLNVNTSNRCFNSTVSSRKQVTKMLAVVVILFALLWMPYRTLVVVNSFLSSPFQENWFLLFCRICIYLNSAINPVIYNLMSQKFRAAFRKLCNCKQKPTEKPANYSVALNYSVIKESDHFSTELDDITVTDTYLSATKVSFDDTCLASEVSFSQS
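TRHR-expressing cells loaded with fluo-8 calcium dye were read kinetically (ex 480/em 530) during compound addition, then stimulated with an EC20 of TRH (10 nM final). Enhancement of the Gq-mediated intracellular calcium response was scored.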
PI4K2A inh: inhibitors of human PI4K2A; Q9BTU6; actives 0.13% (n = 420,000); activity change, negative = inhibition, % at 76.9 µM; purified PI4K2A, ADP-Glo luminescence, 1 h; stronger effect = lower value; AID 1346378; in the data active = activity change below about -50%; inconclusive = mostly about -30% to -49%;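 note: -100% = wells without enzyme as full effect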
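Compounds are screened against recombinant PI4K2A using PI as substrate and ATP, the latter dispensed at 300 microM. Reactions run one hour at ambient temperature before ADP-Glo detection; full inhibition defined by wells lacking enzyme.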
mIDH1 inhibitor: blocks human mutant IDH1 R132H enzyme. O75874. IDH1-R132H enzyme, NADPH consumption, diaphorase/resazurin fluorescence. Potency, µM (highest dose often 76.6 µM), for the others: at the highest dose activity change, negative = inhibition, most hits filed as inhibitors. actives 0.093% (n = 390,000); note: potency is the fitted concentration of half-maximal effect; % is set by controls: 0 for no effect and ±100 for the full control effect; nearly all actives have a fitted effect of over 65% in size
Target sequence (O75874 whole entry R132H, stated change not applied): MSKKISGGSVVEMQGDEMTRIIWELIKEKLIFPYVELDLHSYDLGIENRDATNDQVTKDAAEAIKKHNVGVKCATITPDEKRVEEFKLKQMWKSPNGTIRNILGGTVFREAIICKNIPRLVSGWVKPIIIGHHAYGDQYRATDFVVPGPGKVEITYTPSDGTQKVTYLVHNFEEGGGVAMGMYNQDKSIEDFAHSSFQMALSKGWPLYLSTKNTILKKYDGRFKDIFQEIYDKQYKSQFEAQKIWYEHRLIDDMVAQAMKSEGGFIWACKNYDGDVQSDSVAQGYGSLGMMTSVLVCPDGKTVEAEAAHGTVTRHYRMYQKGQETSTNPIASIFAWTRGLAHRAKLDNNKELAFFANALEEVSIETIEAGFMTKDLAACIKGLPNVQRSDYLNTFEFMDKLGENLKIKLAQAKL
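IDH1-R132H (0.5 ug/mL dispensed) in pH 7.5 Tris buffer was preincubated 30 min with compound, then given a substrate mix of 0.016 mM NADPH and 2 mM alpha-KG for 80 min at room temperature; remaining NADPH was read by diaphorase/resazurin fluorescence.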
TRHR ag: activates the human TRH receptor; actives 0.18% (n = 360,000); activation, % at 2 µM; AID 493084; TRHR cells, calcium flux fluo-8, FDSS agonist mode; in the data active = activation above about 30%; note: 0% is about no effect
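In this calcium-flux screen, cells bearing human TRHR are dye-loaded with fluo-8, baselined for 10 cycles, then exposed to library compounds; positive kinetic calcium responses during the agonist phase mark hits, with TRH as control.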
D2 agonist: activates the human D2 dopamine receptor; actives 0.53% (n = 340,000); P14416; HEK293 T-REx D2 cells, calcium flux agonist mode; activation, % at 2 µM;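 active = activation over 3 SD above normal in the single-dose calcium agonist read, cut at about 30% in these data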; note: 0% is about no effect
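Tetracycline-induced HEK293 Trex cells with D2 receptor force-coupled to calcium signaling, plated overnight at 30 C and loaded with no-wash calcium dye. Calcium flux read kinetically for 180 s after compound addition; responses flag agonists.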
* marks the source's active call; other numbers are inactive results; ? = inconclusive; . = no result given; [ ] = another dose, or the depositor's remark. Unless noted, calls come from the whole dose curve; as a rule, active = well fitted inhibition curve with a large enough effect; inconclusive = small, poorly fitted or top-dose-only effect; inactive = no such curve, though single readings can be large or run the other way.

Below each SMILES – D2 antag	USP1-UAF1 inh	TrxR1 inh	TrxR1 substrate	TRHR enhancer	PI4K2A inh	mIDH1 inhibitor	TRHR ag	D2 agonist
- CCOc1ccc(NC(=O)CCCc2nnc3n(C)c(=O)c4sccc4n23)cc1
  .	-3%	26%	9%	12	-4	-11%	0.1	1.2
- CN(C(=O)CCCN1CCCC1=O)C1CCCN(Cc2ccccc2F)C1 (configuration not stated)
  .	4%	1%	-1%	-4	6	2%	-0.2	.
- CCOC(=O)C1CCCN(c2nc3ccccc3nc2C(C#N)C(=O)OCCOC)C1 (configuration not stated)
  -5	-12%	11%[57.1 µM]	6%[57.1 µM]	3	2	6%	-1.2	-0.6
- Cc1ccc(CS(=O)(=O)c2ncc(Cl)c(C(=O)Nc3nc4ccc(C)cc4s3)n2)cc1
  .	-26%	?	1%	-13	1	-11%	-0.2	3.1
- Nc1ccc2c(c1)C(=O)c1ccc(Br)cc1-2
  .	-16%	-13%	0%	.	0	-1%	.	.
- COc1ccccc1-c1cc(C(F)(F)F)nc(N2CCCCC2)n1
  -10	-23%	21%[57.1 µM]	13%[57.1 µM]	7	4	8%	0.8	1.2
- CC(C)C(OC(=O)c1cccs1)C(=O)NCCc1ccccc1 (configuration not stated)
  7	-20%	11%	-1%	-4	2	8%	-1.2	-0.6
- CCC1(C)Cc2ccccc2-c2nc3n(c(=O)c21)CCS3 (configuration not stated)
  -16	-13%	8%	3%[11.4 µM]	4	-5	-3%	-0.3	-0.2
- C[C@H](CO)N1C[C@H](C)[C@@H](CN(C)Cc2ccc(C(=O)O)cc2)Oc2c(NC(=O)C3CC3)cccc2C1=O
  .	?	-18%	-2%	.	-2	-9%	.	.
- COc1cc(C(=O)NCC2CCCO2)ccc1OCc1ccccc1Cl (configuration not stated)
  9	-3%	-12%	-8%	9	-1	6%	0.7	-2.6

New compounds follow
Below each SMILES – D2 antag	USP1-UAF1 inh	TrxR1 inh	TrxR1 substrate	TRHR enhancer	PI4K2A inh	mIDH1 inhibitor	TRHR ag	D2 agonist
- O=C(Nc1ccccc1)NC1(C(=O)N2CCN(C(=O)c3ccco3)CC2)CCCCC1
  -1	-12%	-16%	-8%	-6	-6	4%	0.0	-1.1
- O=C(CNC(=O)c1ccc(Cl)cc1Cl)NCC(=O)Nc1ccccc1N1CCOCC1
  -17	-4%	8%[57.1 µM]	7%[57.1 µM]	31*	2	9%	0.0	0.5
- O=C(NNC(=O)C1C2C=CC(C2)C1C(=O)O)c1ccccc1 (configuration not stated)
  -11	8%	10%	-3%	-1	0	-7%	0.3	0.1
- CCOc1ccc(-c2cc(C(=O)N/N=C/c3cccnc3)c3ccccc3n2)cc1
  10	-24%	93%[activator]	81%[activator]	-18	0	8%	0.7	0.1
- CC(CCC(=O)O)C1CC[C@@]2(C)C3C(=O)CC4C(C)(C)C(O)CC[C@]4(C)C3C(=O)C[C@]12C (some centres not stated)
  .	-15%	20%	5%	17	4	-14%	1.4	.
- O=c1oc2ccccc2cc1-c1ccc(O)cc1O
  -5	-17%	-5%	-9%	6	-2	6%	0.3	0.5
- CCOc1ccc(NC(=O)CN(C)C(=O)C(C)Oc2ccc(Cl)cc2)cc1OCC (configuration not stated)
  .	-6%	-5%	-4%	.	-1	5%	.	.
- Clc1cccc(Cl)c1CSc1nnc2ccccn12
  -11	-2%	-13%	-8%	-1	2	0%	0.0	-0.5
- CC1CC1C(=O)OCC(=O)Nc1ncc(Cl)cc1Cl (configuration not stated)
  7	-13%	-22%[57.1 µM]	-11%[57.1 µM]	6	-4	-9%	0.1	-0.1
- Cc1ccc(NCc2ccco2)cc1C
  .	-15%	15%	5%	10	-3	-7%	-0.5	.

Pulled by structure from above, 6 records:
Below each SMILES – D2 antag	USP1-UAF1 inh	TrxR1 inh	TrxR1 substrate	TRHR enhancer	PI4K2A inh	mIDH1 inhibitor	TRHR ag	D2 agonist
- O=c1oc2ccccc2cc1-c1ccc(O)cc1O
  -5	-17%	-5%	-9%	6	-2	6%	0.3	0.5
- CCOc1ccc(NC(=O)CN(C)C(=O)C(C)Oc2ccc(Cl)cc2)cc1OCC (configuration not stated)
  .	-6%	-5%	-4%	.	-1	5%	.	.
- O=C(CNC(=O)c1ccc(Cl)cc1Cl)NCC(=O)Nc1ccccc1N1CCOCC1
  -17	-4%	8%[57.1 µM]	7%[57.1 µM]	31*	2	9%	0.0	0.5
- O=C(NNC(=O)C1C2C=CC(C2)C1C(=O)O)c1ccccc1 (configuration not stated)
  -11	8%	10%	-3%	-1	0	-7%	0.3	0.1
- CC1CC1C(=O)OCC(=O)Nc1ncc(Cl)cc1Cl (configuration not stated)
  7	-13%	-22%[57.1 µM]	-11%[57.1 µM]	6	-4	-9%	0.1	-0.1
- CCOc1ccc(-c2cc(C(=O)N/N=C/c3cccnc3)c3ccccc3n2)cc1
  10	-24%	93%[activator]	81%[activator]	-18	0	8%	0.7	0.1

New compounds follow:
Below each SMILES – D2 antag	USP1-UAF1 inh	TrxR1 inh	TrxR1 substrate	TRHR enhancer	PI4K2A inh	mIDH1 inhibitor	TRHR ag	D2 agonist
- O=C1NC[C@H](Cc2ccccc2)N(CC2CCN(CCCC3CCCC3)CC2)C1=O
  .	-2%	-4%	-5%	.	2	-4%	.	.
- NC(=O)c1nn(-c2ccccc2)nc1NC(=O)CN1CCOCC1
  7	-11%	11%	9%	16	1	-2%	-0.8	-0.7
- CCCn1c(SCC(=O)c2ccc(CC)cc2)n[nH]c1=O
  -1	-20%	-7%	0%	13	-12	3%	0.3	0.4
- CC(=O)Nc1ccc(NC(=O)C(C)OC(=O)c2cccc(S(=O)(=O)N3CCCCC3)c2)cc1 (configuration not stated)
  2	2%	-9%	-1%	-1	2	2%	0.3	-0.1
- CCCc1nn(C)c(C(=O)Nc2ccc(C)c(C)c2)c1Cl
  -2	-22%	-7%[57.1 µM]	2%[57.1 µM]	-10	1	2%	0.1	-1.9
- CCCCNC(=O)Cc1ccc(C)cc1
  3	3%	-10%	-5%	5	1	0%	0.3	0.4
- CCOC(=O)c1ccc(NC(=O)C2CCN(S(=O)(=O)c3ccccc3)CC2)cc1
  .	-18%	28%	-14%[57.1 µM]	.	0	11%	.	.
- Nc1nc2cc(Br)ccc2o1
  .	-20%	-3%[11.4 µM]	14%[57.1 µM]	.	-3	5%	.	.
- COc1cccc(N2CC(=O)Nc3c(oc4nc(-c5ccccc5)cc(C)c34)C2=O)c1
  2	-1%	18%	-8%	3	0	0%	-2.3	-1.0
- COc1ccccc1-c1coc2cc(OC(=O)/C=C/c3ccccc3)ccc2c1=O
  2	-5%	7%	3%	7	19	7%	0.6	1.0

(list continues)
Below each SMILES – D2 antag	USP1-UAF1 inh	TrxR1 inh	TrxR1 substrate	TRHR enhancer	PI4K2A inh	mIDH1 inhibitor	TRHR ag	D2 agonist
- CC(C)CCSc1nc(N2CCOCC2)c2c(c1C#N)CC(C)(C)OC2
  11	-19%	23%[57.1 µM]	-1%[57.1 µM]	-7	-4	16µM*	0.6	-0.1
- Cc1cccc(/C=N/n2c(C3CCCCC3)n[nH]c2=S)c1
  -2	-5%	9%	3%	3	-2	6%	0.1	0.3
- Cc1ccc2c(N)c(C#N)sc2n1
  -11	-2%	-3%[57.1 µM]	5%[57.1 µM]	-2	2	0%	-0.4	0.9
- COc1cc(C2C(C#N)=C(N)Oc3n[nH]c(-c4ccncc4)c32)cc(OC)c1OC (configuration not stated)
  -1	-18%	-12%	1%	2	0	3%	-0.6	0.2
- CCC(O)c1c(-c2ccccc2)nn(C)c1Cl (configuration not stated)
  0	-12%	21%[57.1 µM]	-18%[57.1 µM]	-10	0	8%	-1.2	0.1
- CCN1CCCC1CNC(=O)c1cc2c(-c3ccc(Cl)cc3)nn(C)c2s1 (configuration not stated)
  -10	4%	-7%	27%	0	5	-6%	0.8	2.7
- CCOc1ccc(NC(=O)CN2C(C(=O)OC)=C(c3ccccc3)c3cc(Cl)ccc3S2(=O)=O)cc1
  .	-24%	16%	0%	1	-3	-9%	0.5	-0.2
- COCCN(C(=O)COC(=O)CSc1ccc(Cl)cc1)c1c(N)n(Cc2ccccc2)c(=O)[nH]c1=O
  .	-6%	-14%	-14%	1	0	-2%	0.7	.
- Cc1ccc2oc(-c3ccc(Cl)c(NC(=O)Cc4ccccc4)c3)nc2c1
  .	-17%	10%	8%	-4	-3	15%	1.0	1.2
- CCOc1ccc(C(=O)N2CCN(Cc3ccccc3)CC2)cc1
  -22	-3%	28%	9%	5	1	3%	-0.2	0.5
- Cc1ccc(C(=O)NCCN(C)C)cc1C
  -10	-16%	24%[57.1 µM]	6%[57.1 µM]	9	-1	9%	0.2	-0.1
- CC1CN(C(=O)COC(=O)c2c(Cl)cccc2Cl)CC(C)O1 (configuration not stated)
  -4	-6%	-16%	-13%	3	-9	5%	1.2	0.7
- CCCCOc1ccc(C(=O)N2CCCCC2CCN2CCOCC2)cc1 (configuration not stated)
  .	-19%	30%	4%	2	1	-10%	0.1	.
